FN deposit inh: fibronectin deposition inhibition; AH1F fibroblasts, Alexa488-fibronectin deposition fluorescence, overnight; inhibition, % at 12.6 µM; 350,000 compounds, 0.086% hits; AID 743247;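 active = mean inhibition across replicates of 30% or more, regardless of how many single replicates reach that level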;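 also: positive control wells lacked labelled fibronectin entirely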
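Material: AH1F fibroblasts assembling fluorescent fibronectin matrix; amount: 10000 AH1F cells/well; medium: DMEM, 2% serum; reagent: Alexa488-fibronectin, 24 nM final in well; dosing: single compound dose, delivered by pin transfer; incubation: 1 h adhesion, overnight exposure; detection: fluorescence after three HBSS washes, excitation 485 nm, emission 525 nm; measure: fibronectin deposition inhibition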
Casp6 inh: blocks human caspase-6 cleavage activity. P55212. purified caspase-6, Z-VEID-R110 cleavage fluorescence. inhibition, % at 12.5 µM. 350,000 compounds, 0.53% hits. AID 686996;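 active = mean inhibition across replicates at least about 35%, with every replicate also reaching that limit, limit read from the data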;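 also: 0% = median of neutral control wells and 100% = no fluorescence left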
Target sequence (P55212 24-179 limits assumed): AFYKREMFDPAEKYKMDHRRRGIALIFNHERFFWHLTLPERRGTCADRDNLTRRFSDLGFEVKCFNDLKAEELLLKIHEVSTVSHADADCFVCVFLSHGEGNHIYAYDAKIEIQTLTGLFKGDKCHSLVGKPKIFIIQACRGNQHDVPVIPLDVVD
Target sequence (P55212 194-293 limits assumed): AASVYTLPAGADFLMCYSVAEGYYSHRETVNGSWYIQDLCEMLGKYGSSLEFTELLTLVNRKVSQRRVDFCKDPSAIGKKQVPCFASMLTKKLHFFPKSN
C2C12 statin: suppression of simvastatin myotoxicity | C2C12 myotubes + simvastatin, ATP luminescence, 48 h; scaled: DMSO 0, geranylgeraniol control 100 | rescue of ATP level, % at 7.49 µM | 330,000 compounds, 0.78% hits;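 active = mean ATP rescue above about 67%, or every replicate alone reaching that limit, limit read from the data, passing the limit was not always enough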;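 also: myotubes were challenged with 10 µM simvastatin during compound exposure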
S100A4 inh HTS: inhibitors of human S100A4 binding to myosin IIA peptide; 360,000 compounds, 0.14% hits; P26447; inhibition, % at 10.7 µM; AID 652163; S100A4/TAMRA-MyoIIA peptide fluorescence polarization;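 active = mean inhibition of at least 70% across replicates, with every replicate also reaching that level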
Target sequence (P26447 whole entry, looked up): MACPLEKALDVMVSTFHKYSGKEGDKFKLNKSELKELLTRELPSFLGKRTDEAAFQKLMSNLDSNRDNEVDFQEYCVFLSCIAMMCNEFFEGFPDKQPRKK
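System – human S100A4 monomer protein, biochemical binding assay · Buffer or medium – Calcium-containing HEPES buffer, pH 7.2 · Timing – 5 min between mix addition and reading · Also added – TAMRA-labelled myosin IIA heavy-chain peptide probe, 5 nM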
SIRT5 inh: inhibitors of human sirtuin-5 desuccinylase. Q9NXA8. Purified SirT5, succinyl-peptide AMC, trypsin-coupled fluorescence. inhibition, % at 15 µM. 330,000 compounds, 1.1% hits. AID 652115; in the data active = inhibition above about 15%
Target sequence (Q9NXA8 whole entry, looked up): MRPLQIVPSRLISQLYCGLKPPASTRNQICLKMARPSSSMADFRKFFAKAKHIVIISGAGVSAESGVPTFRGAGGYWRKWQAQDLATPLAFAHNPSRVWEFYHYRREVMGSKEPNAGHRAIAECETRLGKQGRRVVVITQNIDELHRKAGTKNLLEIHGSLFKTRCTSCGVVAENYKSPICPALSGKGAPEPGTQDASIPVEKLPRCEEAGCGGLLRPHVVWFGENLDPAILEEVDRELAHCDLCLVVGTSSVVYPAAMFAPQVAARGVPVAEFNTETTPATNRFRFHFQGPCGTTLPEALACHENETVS
esBAF inh: SWI/SNF esBAF complex inhibition | mouse ES cells, Bmi1-luciferase knock-in reporter, 24 h; 100% = twice the neutral-well signal | 350,000 compounds, 2% hits | reporter increase, % at 12.5 µM; in the data active = activation above about 40%;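 also: 0% = median of the plate's neutral control wells and 100% = double that signal; a rise in the Bmi1 reporter signal indicates esBAF inhibition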
LGR2 inh: blocks bursicon-induced cAMP signaling via Drosophila LGR2. HEK293 LGR2, CRE-luciferase, bursicon-stimulated, 4 h. inhibition, % at 9.99 µM. 380,000 compounds, 0.35% hits;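 active = drop in luminescence signal, shown as inhibition above about 50% in the replicate tests, limit read from the data, passing the limit was not always enough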;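 also: agonist challenge used bursicon conditioned medium at about half maximal strength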
* hit, by the source's call; x = not tested or not shown.

Each structure is followed by: SIRT5 inh, FN deposit inh, LGR2 inh, Casp6 inh, esBAF inh, C2C12 statin, S100A4 inh HTS
[1] O=P(c1ccccc1)(c1ccccc1)c1cc(Br)cc(Br)c1OCCO
→ 0, -1, 10, 3, 3, 4, 2
[2] Cc1ccc(S(=O)(=O)N[C@@H]2C=C[C@H](CC(=O)N3CCC(Cc4ccccc4)CC3)O[C@@H]2CO)cc1
→ 4, x, -16, -4, -13, 26, 9
[3] CNC(=S)N(C1=NCC(c2ccc([N+](=O)[O-])cc2)S1)c1ccccc1 (configuration not stated)
→ -3, -7, 8, -1, 14, 1, -1
[4] Cc1cc(F)ccc1S(=O)(=O)Nc1ccccc1C(=O)NC1CCN(Cc2ccccc2)CC1
→ -6, 2, 0, 1, x, x, 1
[5] COCC(=O)N1CC2(CN(Cc3ccc(OC)cc3)C2)c2c([nH]c3cc(OC)ccc23)[C@H]1CO
→ -1, x, -11, 3, x, x, 4
[6] C[C@H](CO)N1C[C@H](C)[C@@H](CN(C)C(=O)Nc2cccc3ccccc23)Oc2ccc(NC(=O)Nc3ccc(C(F)(F)F)cc3)cc2CC1=O
→ -2, x, 15, -2, 5, 29, 12
[7] Cc1ccc(C(=O)C(C)N(C(=O)c2ccc(Cl)cc2Cl)N2C(=O)CCCC2=O)cc1 (configuration not stated)
→ -2, 7, -13, -1, x, x, 1
[8] COc1ccc(-n2c(C)cc(C(=O)COC(=O)c3ccc(O)cc3O)c2C)cc1
→ 4, -12, x, 1, -14, -73, -4
[9] CCC(=O)N1CC2(CN(Cc3ccc(Cl)cc3)C2)c2c(n(C)c3cc(OC)ccc23)[C@H]1CO
→ -4, x, 5, 1, x, x, -5
[10] CC(=O)N1CC(C)Sc2ccc(S(=O)(=O)NCc3ccccc3Cl)cc21 (configuration not stated)
→ 1, 4, -21, 5, -4, 15, -10
[11] Cc1nn(C)cc1NC(=O)Cn1nc(C(F)(F)F)cc1C1CC1
→ -2, -18, -12, -3, x, x, 4
[12] O=C(COC(=O)C1CCCCC1)Nc1cc([N+](=O)[O-])ccc1F
→ 1, 2, 20, -2, 0, 1, 13
[13] C[C@H]1CN([C@@H](C)CO)C(=O)c2cc(NS(=O)(=O)c3cn(C)cn3)ccc2O[C@H]1CN(C)CC1CCCCC1
→ 0, -24, 1, -3, -6, -7, 8
[14] Cc1ccc(Oc2ccc(S(=O)(=O)Nc3ccc(C(=O)O)cc3)cc2)cc1
→ 4, -8, -21, 9, 0, 19, -2
[15] Cc1ccccc1-c1nnn(Cc2ccc(-c3nn[nH]n3)cc2)n1
→ 0, -31, 31, -4, x, x, 3

Remaining list, next part:
Each structure is followed by: SIRT5 inh, FN deposit inh, LGR2 inh, Casp6 inh, esBAF inh, C2C12 statin, S100A4 inh HTS
[16] CCCCn1c(-c2cccc(Br)c2)nc2cc3[nH]c(=O)c(C(C)C)nc3cc21
→ 2, -6, x, 1, -7, 11, -5
[17] Cc1ccccc1NC(=S)N(Cc1cccnc1)Cc1ccccc1Cl
→ -7, 2, -17, -14, x, x, 13
[18] CSc1ccc(S(=O)(=O)NCCSc2ccccn2)cc1
→ -2, x, 7, 2, 0, 25, 3
[19] C[C@@H]1CCCCO[C@H](CN(C)CC2CCCCC2)[C@H](C)CN([C@H](C)CO)C(=O)c2cc(NC(=O)c3ccncc3)ccc2O1
→ 1, x, -10, 2, 2, x, 13
[20] C[C@H](CO)N1C[C@H](C)[C@@H](CN(C)Cc2ccccc2C(=O)O)Oc2cc(-c3ccc(F)cc3)ccc2S1(=O)=O
→ 2, -5, -15, -1, 8, 0, 16
[21] c1ccc(CN2CCC(Nc3nc(-c4cccs4)nc4ccccc34)CC2)cc1
→ -3, 2, -11, 9, x, x, -11
[22] COc1ccc(COC(=O)Nc2cn(C)nc2C(F)(F)F)cc1
→ 0, 1, 26, 0, x, x, 4
[23] CCn1c(-c2cccn(Cc3ccccc3)c2=O)n[nH]c1=S
→ 3, -14, 17, 2, x, x, -5
[24] CCCN(CC(=O)Nc1ccc(F)c(F)c1F)C(=O)c1cc([N+](=O)[O-])ccc1N1CCOCC1
→ 0, 3, 11, 1, 1, 5, -2
[25] O=S(=O)(c1ccc(Br)s1)N1CCN(c2ccc(F)cc2)CC1
→ 2, -4, -13, -2, -2, 11, -9
[26] Cc1cccc2sc(NC(=O)Cn3cccc3)nc12
→ -2, -5, x, 3, -4, 4, -3
[27] Cc1noc(C)c1NC(=O)N(C)C[C@H]1OCCCC[C@H](C)Oc2ccc(NS(=O)(=O)c3ccc(Cl)cc3)cc2C(=O)N([C@@H](C)CO)C[C@@H]1C
→ 10, -5, -38, 2, 7, x, -4
[28] COc1ccc(C(=O)Nc2ccc(NC(=O)CSc3nnc(-c4ccncc4)n3C)cc2)cc1
→ 6, -2, 4, -3, -4, 28, 0
[29] CC(=O)NC[C@H]1[C@@H](c2ccc(C#CC(C)C)cc2)[C@@H](CO)N1Cc1ccccn1
→ -2, -2, -11, 1, x, x, -24
[30] Cc1nonc1NC(=O)CSc1nc(C2CCCCC2)nc2ccccc12
→ x, 2, x, x, 24, 7, x

For reference, some entries already given:
Each structure is followed by: SIRT5 inh, FN deposit inh, LGR2 inh, Casp6 inh, esBAF inh, C2C12 statin, S100A4 inh HTS
[28] COc1ccc(C(=O)Nc2ccc(NC(=O)CSc3nnc(-c4ccncc4)n3C)cc2)cc1
→ 6, -2, 4, -3, -4, 28, 0
[29] CC(=O)NC[C@H]1[C@@H](c2ccc(C#CC(C)C)cc2)[C@@H](CO)N1Cc1ccccn1
→ -2, -2, -11, 1, x, x, -24

(list continues)
Each structure is followed by: SIRT5 inh, FN deposit inh, LGR2 inh, Casp6 inh, esBAF inh, C2C12 statin, S100A4 inh HTS
[31] COc1ccc2c3c(n(C)c2c1)[C@@H](CO)NCC31CN(Cc2ccc(-c3ccccn3)cc2)C1
→ -3, 8, -1, 0, x, x, -6
[32] CCn1c(CC(=O)Nc2ccccc2F)nnc1SCC(=O)NC1=NCCS1
→ x, 5, -8, -1, 13, -4, -14
[33] Cc1noc(C)c1NC(=O)N(C)C[C@H]1Oc2ccc(NS(=O)(=O)c3cccs3)cc2CC(=O)N([C@@H](C)CO)C[C@@H]1C
→ x, x, 4, x, 0, 28, x
[34] Cc1[nH]n(C(N)=S)c(=O)c1N=Nc1cc(-c2ccc(Br)cc2)[nH]n1
→ 8, -46, -10, 3, x, x, 0
[35] Nc1ccn([C@@H]2O[C@H](CN=C3NS(=O)(=O)c4ccccc43)[C@@H](O)[C@H]2O)c(=O)n1
→ 3, 5, -9, 1, 0, -1, -22
[36] Cn1c(CNc2ccc(Br)cc2)nc2ccccc21
→ -4, -3, -73, 2, x, x, 4
[37] Cc1noc(C)c1S(=O)(=O)Nc1cccc2c1O[C@H](CN(C)S(=O)(=O)c1cccs1)[C@H](C)CN([C@H](C)CO)C2=O
→ -3, x, -6, 0, 4, -14, -46
[38] O=C(CCNC(=O)c1ccc(Cl)cc1)Nc1cccc(S(=O)(=O)N2CCCCCC2)c1
→ 2, -5, -10, -1, x, x, 0
[39] COc1ccc(NC(=O)Nc2ccc3c(c2)C(=O)N([C@@H](C)CO)C[C@H](C)[C@@H](CN(C)S(=O)(=O)c2ccc(C)cc2)OCCCC[C@@H](C)O3)cc1
→ 2, x, 3, 1, 2, x, 20
[40] Nc1sc2c(c1C(=O)NC1CCS(=O)(=O)C1)CCCC2 (configuration not stated)
→ 1, 3, 2, -1, -1, 1, 5
[41] CCCNC(=O)N(C)C[C@H]1Oc2ncc(-c3ccc(C(=O)N(C)C)cc3)cc2C(=O)N([C@@H](C)CO)C[C@H]1C
→ -5, x, 27, 2, 2, -3, 15
[42] C[C@@H]1CCCCO[C@H](CN(C)C(=O)Nc2ccc(F)cc2)[C@@H](C)CN([C@H](C)CO)C(=O)c2cc(NS(=O)(=O)c3ccccc3)ccc2O1
→ -3, x, 10, 0, -3, x, -6
[43] COc1ccc(S(=O)(=O)Nc2ccc3c(c2)C(=O)N([C@H](C)CO)C[C@@H](C)[C@H](CN(C)S(=O)(=O)c2cccs2)OCCCC[C@@H](C)O3)cc1
→ 1, 1, 1, -1, 6, -7, -4
[44] Cc1noc(C)c1S(=O)(=O)Nc1ccc(C#N)cc1
→ 3, x, -5, 3, -2, 4, -7
[45] COc1cccc(N2CCN(CC(=O)Nc3ccccc3C(=O)NCc3ccccc3)CC2)c1
→ 1, -14, 16, -4, -3, -39, -4

The final 2 compounds of the section before lead into the next.
Each structure is followed by: SIRT5 inh, FN deposit inh, LGR2 inh, Casp6 inh, esBAF inh, C2C12 statin, S100A4 inh HTS
[44] Cc1noc(C)c1S(=O)(=O)Nc1ccc(C#N)cc1
→ 3, x, -5, 3, -2, 4, -7
[45] COc1cccc(N2CCN(CC(=O)Nc3ccccc3C(=O)NCc3ccccc3)CC2)c1
→ 1, -14, 16, -4, -3, -39, -4
[46] C[C@H](CO)N1C[C@H](C)[C@H](CN(C)Cc2ccncc2)Oc2ccc(NC(=O)CCN3CCOCC3)cc2CC1=O
→ -5, x, 8, 3, -4, 45, -1
[47] CC(=O)Nc1ccc(NC(=O)c2c(C)noc2C)cc1
→ 0, x, -4, -1, -2, -1, -4
[48] CCC1(c2ccccc2)NC(=O)N(CC(=O)N(C)CC(=O)Nc2cccc(F)c2)C1=O (configuration not stated)
→ 0, x, -7, 3, x, x, -3
[49] CC(C)COC(=O)N1CCCCC1c1cc(C(=O)N2CCOCC2)no1 (configuration not stated)
→ x, -16, -3, 3, -3, 1, 6
[50] CCOCCCNC(=O)CCC(=O)NNc1nc2ccccc2c2nc(-c3ccccc3)nn12
→ -1, 2, 5, 0, x, x, -10
[51] CCOC(=O)C1(Cc2cccc(F)c2)CCN(C(=O)c2cnc(C)cn2)CC1
→ 2, x, -5, 0, x, x, 2
[52] COCCNC(=O)C1(C)CCN(C(=O)c2oc3ccccc3c2C)C1 (configuration not stated)
→ x, -7, -13, 1, 0, -5, 18
[53] C/C(=N\NC(=O)CCCOc1ccc(Cl)cc1C)c1ccc(C)o1
→ x, -8, -4, x, -6, 2, x
[54] N/C(=N\O)c1ccc(Oc2ccccc2Cl)c([N+](=O)[O-])c1
→ -2, 19, -4, -1, 14, 16, -11
[55] CC(C)(C)c1ccc2c(c1)N(CC(=O)O)C(=O)CO2
→ x, 0, -6, x, -2, 1, x
[56] COc1cccc(-c2cnc3c(c2)C(=O)N([C@H](C)CO)C[C@H](C)[C@H](CN(C)S(=O)(=O)c2ccc(C)cc2)O3)c1
→ 5, 2, -11, -2, 0, x, -3
[57] Cc1cc(C)nc(N/N=C/C2=C(O)CC(c3ccccc3)CC2=O)n1 (configuration not stated)
→ -2, 12, 15, -2, x, x, 0
[58] Cc1cc2c(cc1S(=O)(=O)N1CCCCC1)OCC(=O)N2
→ 2, 8, 8, 1, 5, 14, 0

Compound profiles, as listed above.
Cc1cc(C)nc(N/N=C/C2=C(O)CC(c3ccccc3)CC2=O)n1 (configuration not stated) is listed as SIRT5 inh: -2; FN deposit inh: 12; LGR2 inh: 15; Casp6 inh: -2; esBAF inh: x; C2C12 statin: x; S100A4 inh HTS: 0
COCCNC(=O)C1(C)CCN(C(=O)c2oc3ccccc3c2C)C1 (configuration not stated) is listed as SIRT5 inh: x; FN deposit inh: -7; LGR2 inh: -13; Casp6 inh: 1; esBAF inh: 0; C2C12 statin: -5; S100A4 inh HTS: 18
c1ccc(CN2CCC(Nc3nc(-c4cccs4)nc4ccccc34)CC2)cc1 is listed as SIRT5 inh: -3; FN deposit inh: 2; LGR2 inh: -11; Casp6 inh: 9; esBAF inh: x; C2C12 statin: x; S100A4 inh HTS: -11

The list is partial (hit frequency here may not be typical).
